Assay outcomes deposited in PubChem by several laboratories.
PKA-R2B act: PKA-R2B complex activation | 340,000 compounds, 0.079% hits | P22694+P31323 | activation, % at 11.4 µM | PKA-R2B holoenzyme dissociation, Cy5-IP20 fluorescence polarization; R2B truncated from residue 108, S112A mutant; 0% DMSO only, 100% 113 µM cGMP;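 active = activation above a cutoff set at the mean over all compounds plus 3 SD, cut at about 18% in these data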;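 also: higher means more holoenzyme dissociation and a rise in polarization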
Target sequence (P31323 whole entry, looked up, other chains not shown, the tested form may be a part): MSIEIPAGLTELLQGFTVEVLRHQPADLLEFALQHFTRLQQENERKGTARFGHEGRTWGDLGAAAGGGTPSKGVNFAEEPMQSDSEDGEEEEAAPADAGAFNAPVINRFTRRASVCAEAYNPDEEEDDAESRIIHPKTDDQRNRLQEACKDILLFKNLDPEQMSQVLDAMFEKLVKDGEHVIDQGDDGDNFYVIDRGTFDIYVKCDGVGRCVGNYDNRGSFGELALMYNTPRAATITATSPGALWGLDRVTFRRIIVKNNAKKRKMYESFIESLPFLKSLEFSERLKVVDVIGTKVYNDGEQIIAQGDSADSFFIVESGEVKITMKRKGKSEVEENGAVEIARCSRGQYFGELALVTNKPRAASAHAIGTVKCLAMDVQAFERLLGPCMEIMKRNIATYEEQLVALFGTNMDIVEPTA
PKA-R1A act: activates the PKA-R1A holoenzyme complex | PKA-R1A dissociation, Cy5-IP20 fluorescence polarization; scaled: DMSO 0%, 113 µM cGMP 100% | 340,000 compounds, 0.083% hits | P00514+P68181 | activation, % at 11.4 µM;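 active = percent activation above the mean of all tested compounds plus 3 SD, cut at about 19% in these data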;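 also: higher means more PKAc released from R1A so a rise in polarization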
V-ATPase pH: alters yeast V-ATPase proton transport; S. cerevisiae, pHLuorin cytosolic pH fluorescence; response, % at 10 µM; 350,000 compounds, 0.37% hits; in the data active = response mostly above about 7.3%, no sharp cut-off; inactive = mostly below about 5.4%; also: actives read high; inactives centre near 0; some compounds called inactive have numbers as strong as hits; reference of the scale not given here
HTR5A inv ctr: counter-screen for OPRM1-OPRD1 inverse agonists: human HTR5A inverse agonism; P47898; HTR5A cell line, luminescence; inhibition, % at 9.3 µM; 340,000 compounds, 0.083% hits; in the data active = inhibition mostly above about 23%, no sharp cut-off; inactive = mostly below about 18%;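 also: 0% = cells with DMSO and 100% = no-cell wells with DMSO; some compounds called inactive have numbers as strong as hits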
Target sequence (P47898 whole entry, looked up): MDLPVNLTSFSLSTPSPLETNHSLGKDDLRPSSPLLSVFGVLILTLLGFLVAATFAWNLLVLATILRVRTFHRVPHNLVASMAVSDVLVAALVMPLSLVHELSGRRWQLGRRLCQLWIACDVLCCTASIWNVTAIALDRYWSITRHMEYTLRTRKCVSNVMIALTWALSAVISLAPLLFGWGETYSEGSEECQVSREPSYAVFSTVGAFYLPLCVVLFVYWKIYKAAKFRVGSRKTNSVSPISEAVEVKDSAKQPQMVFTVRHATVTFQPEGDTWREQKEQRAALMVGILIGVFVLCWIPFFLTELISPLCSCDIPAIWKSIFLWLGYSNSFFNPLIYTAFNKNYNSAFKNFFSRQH
HTR5A ag: HTR5A agonism, opioid heterodimer counter-screen. P47898. HTR5A agonist assay, luminescence, cell-based. activation, % at 9.3 µM. 340,000 compounds, 0.61% hits; in the data active = activation mostly above about 9.5%, no sharp cut-off; inactive = mostly below about 7.6%;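 also: 0% = cells with vehicle only and 100% = reference agonist; strong numbers were not always called active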
Arrestin-AP2 inh: blocks beta-arrestin peptide binding to AP2 adaptin; 340,000 compounds, 0.31% hits; FITC-arrestin peptide / GST-AP2 beads, flow cytometry; AP2 beta2 appendage carries R879A mutation; inhibition, % at 10 µM;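 active = inhibition above a set limit, near 3 SD of compounds lacking own fluorescence, cut at about 54% in these data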;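 also: plate controls were DMSO wells for no effect and 5 µM unlabelled arrestin peptide for full effect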
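test system = AP2 appendage R879A on GSH beads | buffer or medium = PBS plus Tween 20 (0.05%) and BSA (0.1%) | incubation = 12 min plus 1 h, RT | detection = bead flow cytometry, FITC channel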
MOR-DOR ag: OPRM1-OPRD1 heterodimerization agonism | 340,000 compounds, 0.3% hits | cells, luminescence | activation, % at 9.3 µM; in the data active = activation above about 18%;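 also: 0% = vehicle-treated cells and 100% = reference agonist; values of inactives mirror those of a sister screen read the other way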
DAGLB inh: diacylglycerol lipase beta (human) inhibition; inhibition, % at 5.17 µM; 340,000 compounds, 0.059% hits; HEK293T DAGLB membrane lysate, EnzChek fluorogenic substrate; AID 504411; in the data active = inhibition above about 34%;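 also: 0% = enzyme with vehicle and 100% = wells lacking enzyme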
DSG3 Ab inh: inhibitors of pemphigus antibody binding to human desmoglein-3. P32926. DSG3-coupled beads, scFv-anti-DSG3-GFP binding, flow cytometry; stronger effect = lower value. binding (percent of control), % at 10 µM. 310,000 compounds, 0.48% hits;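 active = binding more than 3 SD below its plate's average and above zero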; also: some compounds called inactive have numbers as strong as hits
MOR-DOR inv ag: inverse agonist of human OPRM1-OPRD1 heterodimerization; inhibition, % at 9.3 µM; 340,000 compounds, 0.21% hits; cell-based MOR-DOR heterodimer luminescence, inverse agonism; P35372+P41143; in the data active = inhibition above about 22%, passing the limit was not always enough;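 also: 0% = cells with DMSO and 100% = wells without cells with DMSO; values of inactives mirror those of a sister screen read the other way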
The depositor's hits bear a star; / = no result given. This is a random part of the collection; overall some 2.4% were active at least once.

no.	structure	PKA-R2B act	PKA-R1A act	V-ATPase pH	HTR5A inv ctr	HTR5A ag	Arrestin-AP2 inh	MOR-DOR ag	DAGLB inh	DSG3 Ab inh	MOR-DOR inv ag
1	CCc1cccc(NC(=O)c2cccc3c2C(=O)N(C2CCCCC2)C3)c1	-16	-12	5	23	4	-3	0.9	-5	76	-5
2	CCCCN1C(=O)NC(NC(C)=O)(C(F)(F)F)C1=O (stereo unspecified)	-3	-2	1	-18	6	3	-1.4	-1	98	6
3	O=C(CCCN1C(=O)/C(=C\c2cccs2)SC1=S)Nc1ccccn1	7	2	4	-16	4	11	0.5	0	134	-2
4	O=C(O)C1c2ccccc2Cc2ccccc21	-5	-8	1	/	/	/	/	1	106	/
5	O=C(NCC1CCCO1)C(c1cccs1)N(C(=O)Cn1nnc(-c2cccs2)n1)C1CCCC1 (stereo unspecified)	3	-2	1	-3	-6	10	-2.3	-1	/	14
6	Cc1c(CN(C)C)c2c(n1Cc1ccccc1)C(=O)c1ccccc1-2	7	7	2	4	-2	3	1.1	3	100	-5
7	O=C(Nc1nnc(SCc2cccnc2)s1)C1CC(=O)N(c2ccccc2)C1 (stereo unspecified)	-12	-11	1	-24	-1	-4	-1.8	-1	101	12
8	CC(=O)/C(=N\Nc1ccccc1)Sc1cccc2cccnc12	-6	-6	-5	0	-1	19	-2.1	-2	96	11
9	Cc1ccc(NC(=O)CN(C)C(=O)c2cc(-c3cccs3)nn2-c2ccccc2)cc1	-6	-5	-2	6	-2	1	-0.8	-4	/	3
10	O=C(COC(=O)C1=NNC(=O)CC1)NCCc1ccccc1	14	2	-3	19	-6	0	-0.4	-1	101	2
11	CCN1CCN(CC(=O)c2ccc(OC)cc2)CC1	0	-9	-2	6	-2	-31	-2.3	0	101	12
12	Cc1ccc2nc(N(CCCN(C)C)C(=O)c3sc4ccccc4c3Cl)sc2c1	3	4	3	1	1	9	2.3	-2	145	-12
13	CC1=C(C)CC(C(=O)N2CCN(C/C=C/c3ccccc3)CC2)C(C(=O)O)C1 (stereo unspecified)	1	0	0	-5	-1	-3	-4.0	-2	101	19
14	Cc1cc2ncn(S(=O)(=O)N(C)C)c2cc1C	-1	-9	-2	-14	5	3	-3.4	-3	101	15
15	CC/C(O)=C1\C(=O)CC(C)(C)CC1=Nc1ccccc1C	-2	-8	-6	-13	-2	4	0.2	-1	/	-1
16	O=C(Nc1c(C(=O)N2CCC(N3CCCCC3)CC2)oc2ccccc12)c1c(F)cccc1F	6	-11	-1	1	0	-14	-2.7	-1	/	14
17	Nc1ccc(-n2nnnc2CN2CCOCC2)cc1	3	10	0	0	0	0	-0.5	1	102	2
18	CCN(CC)c1ccc(C2CC(=O)NC3=C2C(=O)CC(C)(C)C3)cc1 (stereo unspecified)	-7	4	-2	-6	6	-3	-2.6	1	/	11
19	COc1ccc(C(=O)N2CCC(c3ccccc3)CC2)c(OC)c1OC	-1	-8	5	16	-3	17	1.8	1	122	-9
20	COc1ccc2c(c1)OC(O)(C(F)(F)C(F)F)CC2=O (stereo unspecified)	-3	-2	-5	-13	2	-3	2.0	1	85	-11
21	COc1ccc(OCC(=O)Nc2ccccc2OC(F)F)cc1	-10	5	-1	24	-10	13	-3.0	-14	/	12
22	O=C(/C=C/Nc1ccc(F)cc1)c1ccc(Oc2ncccn2)cc1	7	-11	5	4	-2	3	-2.8	-1	105	16
23	Cn1nccc1C(=O)OCC(=O)Nc1ccccc1Cl	11	2	1	12	-5	37	-1.5	-3	107	8
24	COc1ccc(NC(=O)c2ccccc2NS(=O)(=O)c2ccc(C)cc2)c([N+](=O)[O-])c1	5	-2	-1	3	-4	-5	-0.4	5	96	3
25	O=c1[nH]c(-c2cccnc2)nc2sc(-c3ccccc3)cc12	-5	0	-2	-3	1	6	-4.3	1	101	20

(listing goes on)
no.	structure	PKA-R2B act	PKA-R1A act	V-ATPase pH	HTR5A inv ctr	HTR5A ag	Arrestin-AP2 inh	MOR-DOR ag	DAGLB inh	DSG3 Ab inh	MOR-DOR inv ag
26	Cc1cc(C)c(OCCCCN(C)Cc2ccccc2)c(C)c1	-13	-3	0	8	-2	-6	3.8	-12	115	-18
27	COC(=O)CS(=O)(=O)c1cccc2cccnc12	-3	-19	-3	9	0	-2	-4.2	1	91	20
28	Cc1cc(C)nc(SCNC(=O)c2ccc(Cl)cc2)n1	1	3	-1	34	-4	-6	-0.3	0	98	2
29	COc1ccccc1NC(=O)Nc1cccnc1	-4	1	-3	2	2	1	-0.6	3	98	3
30	COc1ccc(OCCCC(=O)N2CCCc3ccccc32)cc1	7	1	-4	-21	8	6	-1.1	-9	97	6
31	COc1ccc(/C=C(/NC(=O)c2ccccc2)C(=O)NCCN2CCOCC2)cc1OC	-9	-14	1	-37	0	-10	0.5	-3	/	-3
32	S=C(NCc1cccnc1)Nc1ccc(Cl)cc1	6	-2	2	-12	4	-5	-3.7	1	96	21
33	COc1ccc(NC(=O)CSC2=C(C#N)C(c3ccco3)C3=C(CCCC3=O)N2)c(OC)c1 (stereo unspecified)	-6	-12	-5	-13	-2	-5	-0.6	2	82	3
34	CCOCCCNC(=O)c1cn(CC(C)C)c(=O)c2cc(OC)c(OC)cc12	-10	-6	1	-1	0	-7	-3.5	-1	99	18
35	Cc1ccc(C(OCC(O)CN2CCCCC2CO)c2ccccc2)cc1 (stereo unspecified)	7	5	-6	-4	1	-2	-1.5	1	111	7
36	COc1cccc(CNCc2ccc3c(c2)OCO3)c1	11	-9	0	-3	10	-16	-1.7	-1	108	9
37	Cc1ccccc1SC1CCN(C(=O)C2CCC(=O)N(C3CC3)C2)CC1 (stereo unspecified)	7	4	0	7	-2	-10	-1.5	-1	102	8
38	CC(C)(C(=O)c1ccccc1)/[N+]([O-])=C/c1ccccc1	-13	1	6	-18	1	11	-0.6	-2	99	3
39	Cc1cc(NC(=O)CN2C(=O)c3ccccc3S2(=O)=O)no1	-1	4	-2	14	-2	-19	-1.6	1	106	11
40	COc1ccc(NC(=O)CSc2nnnn2C)cc1S(=O)(=O)N1CCCCC1	2	-1	2	4	-2	-3	0.1	-3	111	0
41	O=CN(CCN(C=O)CN1CCCCC1)CN1CCCCC1	2	-6	4	-30	13	11	-4.6	2	100	23
42	COc1ccc(NC(=O)c2ccc(NC(=O)c3nc4nccc(C)n4n3)cc2)cc1	-14	-7	-4	36*	-2	-21	-0.7	3	98	3
43	CC(=O)Nc1ccccc1OCc1cnc(Cl)s1	1	-3	0	-21	2	8	-1.4	1	101	8
44	CN(N=Cc1cccc2cccnc12)c1ccc([N+](=O)[O-])cc1[N+](=O)[O-]	-8	1	0	16	-4	-20	-0.8	2	94	4
45	COc1ccccc1NC(=S)NCCSc1ccc(Cl)cc1	-2	-7	-1	-39	-2	7	0.3	0	108	-1
46	COc1cccc(CC(C(=O)Nc2cc(C)ccc2C)c2nn[nH]n2)c1OC (stereo unspecified)	-2	-10	0	-16	3	-6	-2.0	2	98	10
47	CCCN(Cc1ccco1)S(=O)(=O)c1ccc(OC)c(OC)c1	3	-2	-2	0	-3	28	-0.3	0	113	1
48	Cc1nc(NC(=O)CSc2nc3cccnc3n2Cc2ccccc2)sc1C	-4	-12	-3	-22	4	2	1.4	2	104	-7
49	COc1ccc(-c2cn3c(C)c(C(=O)NC(C)C)sc3n2)cc1	-7	-9	3	9	-1	-2	-0.4	0	47*	2
50	C=CCn1c(SCC(=O)c2c(N)n(C3CC3)c(=O)[nH]c2=O)nnc1-c1ccc(OC)cc1	-8	0	-1	-2	1	7	-0.9	0	106	5

The list continues.
no.	structure	PKA-R2B act	PKA-R1A act	V-ATPase pH	HTR5A inv ctr	HTR5A ag	Arrestin-AP2 inh	MOR-DOR ag	DAGLB inh	DSG3 Ab inh	MOR-DOR inv ag
51	O=C(COC(=O)c1ccccc1O)Nc1cccc2ccccc12	-3	-9	-1	3	-1	6	4.3	-1	101	-16
52	O=C(c1ccncc1)c1ccc(NS(=O)(=O)c2ccc(Br)s2)cc1	1	-4	1	-24	9	36	1.6	8	82	-10
53	CN1CCCC(OC(=O)c2ccc3c(c2)OCCO3)C1 (stereo unspecified)	0	0	1	-1	-2	-4	-1.7	1	109	10
54	CC(C)c1cc(NC(=O)CSc2nnc(-c3ccccc3F)n2C)on1	-7	-3	1	4	3	5	0.7	1	/	-4
55	COc1ccc(N(C)S(=O)(=O)c2cccc(C(=O)Nc3ccc(-n4cnnn4)cc3)c2)cc1	-13	-18	0	5	0	-9	0.6	2	109	-4
56	CC(CC(=O)c1cccs1)CC(=O)c1cccs1	1	-7	0	-42	6	9	-3.4	-1	/	16
57	COc1ccc(NC(=O)CNC(=O)Cn2cnc3sc4c(c3c2=O)CCCC4)cc1OC	-3	3	-4	-6	3	-3	0.3	-1	103	-2
58	CCn1nc(C)cc1C(=O)N1CCCC(N2CCN(c3cccc(Cl)c3)CC2)C1 (stereo unspecified)	-10	3	-3	3	-1	13	-0.3	0	/	2
59	O=S(=O)(c1ccccc1F)N1CCN(CC(O)c2ccccc2)CC1 (stereo unspecified)	1	-7	-4	-8	3	7	-0.6	1	121	3

3 entries already listed, arranged by their value in DAGLB inh, smallest number first.
| entry | SMILES | DAGLB inh |
| --- | --- | --- |
| 11 | CCN1CCN(CC(=O)c2ccc(OC)cc2)CC1 | 0 |
| 27 | COC(=O)CS(=O)(=O)c1cccc2cccnc12 | 1 |
| 41 | O=CN(CCN(C=O)CN1CCCCC1)CN1CCCCC1 | 2 |
